Screening data from PubChem BioAssay.
NCI-60 one-dose screen, 48 h, at 10 µM unless noted. Numbers give growth in % (100 = growth as untreated, 0 = no growth, -100 = all killed).
SR: SR leukemia cells | 73,000 compounds, 8.7% hits | AID 1794780
MDA-MB-231: MDA-MB-231 breast cancer; 81,000 compounds, 5% hits; AID 1794789
RPMI-8226: RPMI-8226 leukemia cells; 77,000 compounds, 7.5% hits
K-562: K-562 leukemia; 78,000 compounds, 7.4% hits; AID 1794777
MDA-MB-435: MDA-MB-435 melanoma. 82,000 compounds, 7.8% hits
MOLT-4: MOLT-4 leukemia cells; 80,000 compounds, 6.9% hits; AID 1794779
CCRF-CEM: CCRF-CEM leukemia; AID 1794778; 77,000 compounds, 7% hits
MDA-MB-468: MDA-MB-468 breast cancer | AID 2202374 | 78,000 compounds, 8.5% hits
* marks the source's active call; other numbers are inactive results; / = not tested or not shown; & = joins results of further samples; ! = repeats disagree. The calls were made as follows: active = growth percent below 10; inactive = the rest.

The opening 4 entries (preview)
mol	SR	MDA-MB-231	RPMI-8226	K-562	MDA-MB-435	MOLT-4	CCRF-CEM	MDA-MB-468
CN(Cc1ccc(Cl)cc1)Cc1ccc(Cl)cc1	/	117	98	101	101	105	99	113
CC(=O)O[C@H]1CC[C@H]2[C@@H]3CC[C@H]4OC(=O)C=C[C@@H]4[C@H]3CC[C@]12C	72	117	96	90	96	94	80	83
S=c1[nH]c2c(-c3ccccc3)cccc2s1	71	91	92	100	117	76	99	112
NNC1C(=O)NC(c2cccc([N+](=O)[O-])c2)c2sc3c(F)cccc3c21 (configuration not stated)	84	89	94	92	104	100	101	106

The listing, from the start:
mol	SR	MDA-MB-231	RPMI-8226	K-562	MDA-MB-435	MOLT-4	CCRF-CEM	MDA-MB-468
CN(Cc1ccc(Cl)cc1)Cc1ccc(Cl)cc1	/	117	98	101	101	105	99	113
CC(=O)O[C@H]1CC[C@H]2[C@@H]3CC[C@H]4OC(=O)C=C[C@@H]4[C@H]3CC[C@]12C	72	117	96	90	96	94	80	83
S=c1[nH]c2c(-c3ccccc3)cccc2s1	71	91	92	100	117	76	99	112
NNC1C(=O)NC(c2cccc([N+](=O)[O-])c2)c2sc3c(F)cccc3c21 (configuration not stated)	84	89	94	92	104	100	101	106
Nc1nnc(-c2cc(=O)oc3c2ccc2ccccc23)o1	77	96	81	92	94	/	/	88
N#Cc1c(N)nc2c(nnn2-c2cccc(Cl)c2)c1N	82	83	89	/	108	78	93	83
CCCCCCCCCCCCNC(=O)[C@H]1CSC(c2cc(Br)cs2)N1 (some centres not stated)	-31*	-78*	38	-47*	-90*	-60*	-42*	-49*
O=C1/C(=C\c2cccn2CCCCCCn2c3ccccc3c(=O)c3ccccc32)c2ccccc2N1c1c(Cl)cccc1Cl	91	101	93	98	105	91	108	44
Cn1cc(CCc2ccncc2)c2ccccc21	93	95	88	120	109	108	98	97
OC1CSC1	104	102	106	104	100	112	100	101
CCOC(=O)CCCCn1c(-c2ccccc2)cc(-c2ccccc2)c(C#N)c1=O	95	100	101	92	71	95	94	101
Nc1nc(=S)c2[nH]cnc2[nH]1	0.6*	29&33	-24*	-2.8*	5.5*!	0.4*!	0.0*	-13*
N#Cc1c(-c2ccc(Cl)cc2)nc(SCC(=O)NC2=NN=C(c3ccccc3)CS2)[nH]c1=O	43	78	74	42	30	90	64	48
O=C1C2CC=CCC2C(=O)N1C(O)C(Cl)(Cl)Cl (configuration not stated)	106	125	112	108	101	104	110	113
COc1ccc(-c2ccc(NC(=O)Nc3cccc(Cl)c3)c(C)n2)cc1OC	52	87	51	41	88	43	68	71
Cn1ccnc1C(=O)/C=C/c1ccc(CC(=O)Nc2ccc(S(F)(F)(F)(F)F)cc2)cc1	1.0*	-2.8*	-19*	0.5*	15	-10*	8.9*	-23*
COc1cccc(C(=O)C(=O)c2cccc(OC)c2OC)c1OC	90	95	99	96	104	94	113	104
O=C(O)C(Cc1cc(I)c(O)c(I)c1)c1ccccc1 (configuration not stated)	93&43	118&101	98&96	99&96	106&107	89&101	91&96	103&103
Cc1ccc(S(=O)(=O)Nc2ccc(Cl)c(Cl)c2)cc1	88	89	80	81	/	73	87	93
O=C(O)C(c1ccccc1)c1ccccc1O (configuration not stated)	93	104	102	99	100	90	/	107
Nc1ccc2c(c1)N=[N+]([O-])c1cc(N)ccc1C2	96	100	117	96	98	96	109	112
CCN(CC)c1ccc(Cc2ccc(N(CC)CC)c3cccnc23)c2ncccc12	102	78	49	68	100	82	94	84
CNC(=O)Nc1sc2cc(OC(C)=O)ccc2c1C(N)=O	79	96	94	75	90	69	68	117
Cn1c2cc3c(oc-2nc1=N)-c1ccccc1OC3O (configuration not stated)	87	118	67	108	112	79	96	/
COc1ccc(C(=O)n2nc(-c3ccncc3)nc2N)cc1OC	86	107	96	92	103	96	92	103
O=C(O)C(=O)Cc1ccc([N+](=O)[O-])cc1Br	104	92	100	102	112	106	115	119
CCCN1C(=O)c2c(F)c(F)c(F)c(F)c2C1=O	89	102	100	95	95	99	95	91
O=C(Nc1ccc(I)cc1F)c1cc(F)ccc1O	/	-24*	-34*	6.9*	-5.2*	-16*	6.4*	-3.6*
COc1ccc(Cl)cc1NC(=O)c1cc2c(n1C)-c1nc(N)sc1CCC2	68	99	88	50	93	67	76	95
C=CCN1C(=O)c2cccc3c(NCCO)ccc(c23)C1=O	83	98	97	103	106	93	92	88
COc1ccc(OC)c(C2OC(c3cc(OC)c4ccccc4c3OC(C)=O)=NN2C(C)=O)c1 (configuration not stated)	/	88	78	81	97	75	82	92
C[C@@H]1C(=O)O[C@H]2[C@H]1CC/C(COC(=O)OC/C1=C/CC[C@@]3(C)O[C@H]3[C@H]3OC(=O)[C@@H](C)[C@@H]3CC1)=C\CC[C@@]1(C)O[C@@H]21	101	103	99	97	99	101	103	107
CNCCCn1c2c(c3ccc(F)cc3c1=O)C(=O)c1cc(OC)cnc1-2	-9.3*	12	-20*	1.4*	4.1*	-20*	1.2*	-48*
CCOC(=O)c1ccc(C=O)[nH]1	83	114	112	85	117	96	108	108
O=S(=O)(c1cccc(NC2=Nc3cccc4cccc2c34)c1)N1CCCC1	/	77	49	19	29	57	42	36
CC1=Nc2ccccc2C1(C)C	106	100	87	95	110	96	87	119
Cc1cccc(N2CCN(C(=S)c3ccc4c(c3)OCO4)CC2)c1	17	45	20	14	-21*	22	16	-38*
CCOC(=O)C(=Cc1ccccc1OC)C(=O)OCC	53	91	80	68	67	82	79	60
Cc1ncc(C(=O)Nc2ccc(CN3CCN(C)CC3)c(C(F)(F)F)c2)cc1C#Cc1c(N)ncc2ccccc12	/	-97*	-47*	-73*	-92*	-68*	-48*	-75*
CCOc1cccc2c(NC(C)CCCN(CC)CC)c(C)cnc12 (configuration not stated)	97	79	107	101	101	93	108	93
CC(C)(C)C(=O)/C=C/c1ccc([N+](=O)[O-])cc1	8.6*	81	24	13	47	75	44	46
C=C1C[C@@H]2OC(=O)[C@H](C)C2[C@H](O)/C=C(/C)CC[C@H]1O (some centres not stated)	103	108	100	96	110	100	110	111
CCN(CC)CCNC(=O)c1ccc(-c2nc3ccc4[nH]ncc4c3c3c2CCCC3)cc1	6.0*	60	52	30	43	50	47	17
CCCC[N+](C)(C)N	88	105	92	98	109	87	/	104
CC1(C)COC(c2cccc([N+](=O)[O-])c2)OC1	99&87	111&112	102&95	108	106	103&85	99&77	87&100
CC(C)(C)C1CCN(Cc2ccccc2)CC1	98	120	104	84	106	81	109	100
O=[N+]([O-])c1cc([N+](=O)[O-])c2cccnc2c1O	108	99	76	99	120	97	94	106
CCN1C(=O)N(CC)C2NC(SC)=NC21 (configuration not stated)	107	103	157	104	102	102	/	103
O=[N+]([O-])c1ccc2c(c1)CCN2	102	99	95	97	114	83	84	100
O=C1NC(=S)S/C1=C\c1ccc(Cl)cc1	82	115	75	90	97	72	77	86

4 entries from above, reformatted:
CC(C)(C)C1CCN(Cc2ccccc2)CC1
  SR = 98; MDA-MB-231 = 120; RPMI-8226 = 104; K-562 = 84; MDA-MB-435 = 106; MOLT-4 = 81; CCRF-CEM = 109; MDA-MB-468 = 100
O=[N+]([O-])c1cc([N+](=O)[O-])c2cccnc2c1O
  SR = 108; MDA-MB-231 = 99; RPMI-8226 = 76; K-562 = 99; MDA-MB-435 = 120; MOLT-4 = 97; CCRF-CEM = 94; MDA-MB-468 = 106
CCN1C(=O)N(CC)C2NC(SC)=NC21 (configuration not stated)
  SR = 107; MDA-MB-231 = 103; RPMI-8226 = 157; K-562 = 104; MDA-MB-435 = 102; MOLT-4 = 102; CCRF-CEM = /; MDA-MB-468 = 103
O=[N+]([O-])c1ccc2c(c1)CCN2
  SR = 102; MDA-MB-231 = 99; RPMI-8226 = 95; K-562 = 97; MDA-MB-435 = 114; MOLT-4 = 83; CCRF-CEM = 84; MDA-MB-468 = 100

Additional results
mol	SR	MDA-MB-231	RPMI-8226	K-562	MDA-MB-435	MOLT-4	CCRF-CEM	MDA-MB-468
COc1ccc(-c2ccc(NC(=O)Nc3ccc(Cl)c(C(F)(F)F)c3)c(C)n2)cc1	36	85	9.9*	17	72	25	30	39
CN(C)N1C(=O)C2C3C=CC(O3)C2C1=O (configuration not stated)	101	100	118	100	108	98	105	111
N#CCCN(CCC#N)CC(=O)O	99	98	102	99	112	93	90	104
Fc1cnc2[nH]cc(-c3csc(-c4c[nH]c5ncccc45)n3)c2c1	/	69	84	/	86	91	86	74
COC(=O)C1=C(C(=O)ON)[C@@H]2C=C[C@@]1([C@@H](Cc1ccccc1)Nc1ccccc1)O2	8.2*	106	22	-9.9*	101	7.5*	-13*	-39*
NC1=Nc2ccccc2C(=O)NN1	101	115	96	106	105	107	102	107
O=C1CCN(c2ccc3ccccc3c2)C(=S)N1	106	120	89	96	103	104	105	102
O=C(CCn1c[n+](CC(=O)c2ccccc2)c2ccccc21)Nc1cccc2cccnc12	116	101	100	96	105	92	105	71
COc1cccc2c1nc1n2C(c2c(F)cccc2Cl)SC1 (configuration not stated)	/	81	20	45	87	62	36	84
OCCC#CCCCOC1CCCCO1 (configuration not stated)	/	106	97	103	107	/	99	99
O=C(Nc1nc(-c2ccccc2)cs1)c1cc(O)c(O)c(O)c1	8.1*	44	18	20	61	17	9.1*	46
CCOC(=O)c1c(C)nc2c(c(C)c(Cl)n2Cc2ccccc2)c1N	92	76	88	75	111	82	99	105
CCC(C)c1ccc(OCC(C)O)cc1 (configuration not stated)	99	112	111	98	116	105	102	101
Cc1cc(-n2cccc2)c(C)c2c1[nH]c1ccc(Cl)cc12	53	100	85	50	79	77	85	107
Cn1c(C#N)ccc1-c1cccc(NC(=O)c2ccc(F)cc2)c1	70	99	62	63	84	83	89	93
CCOC(=O)c1c(SC)nn(-c2cc(=O)[nH]c3ccc(Cl)cc23)c1N	110	72	95	/	106	120	101	123
Cc1c(C(=O)/C=C/c2cccc([N+](=O)[O-])c2)nnn1-c1ccc(Br)cc1	93	94	18	76	100	95	89	79
CC(=O)c1ccc(Nc2nc(Cl)nc(Oc3c(Cl)cccc3Cl)n2)cc1	82	80	70	82	90	77	91	93
COc1cccc(NC(=S)Nc2ccc(O)cc2)c1	107	110	119	119	108	115	106	104
O=S(=O)(Nc1ccc2ccccc2c1)N1CCCCC1	38	72	82	41	-0.3*	65	/	13
COc1cccc(CNc2ccccc2)c1O	95	98	107	104	106	99	101	96
Clc1ccc(Nc2nc(Nc3ccccc3)nc(Nc3ccc(-c4cc(-c5ccccc5)on4)cc3)n2)cc1	61	66	64	51	99	46	54	93
COc1cc(C2=NNC(c3ccc(Oc4ccc(Br)cc4)cc3)C2)cc(OC)c1OC (configuration not stated)	101	68	/	50	/	66	81	35
COc1ccc(C(=O)C(C)C)c2ccccc12	/	104	82	93	98	97	-26*	102

Compound profiles (already shown). Screens in order: SR, MDA-MB-231, RPMI-8226, K-562, MDA-MB-435, MOLT-4, CCRF-CEM, MDA-MB-468
Cn1c(C#N)ccc1-c1cccc(NC(=O)c2ccc(F)cc2)c1 as listed: 70, 99, 62, 63, 84, 83, 89, 93
NC1=Nc2ccccc2C(=O)NN1 as listed: 101, 115, 96, 106, 105, 107, 102, 107
O=S(=O)(Nc1ccc2ccccc2c1)N1CCCCC1 as listed: 38, 72, 82, 41, -0.3*, 65, /, 13
O=C1CCN(c2ccc3ccccc3c2)C(=S)N1 as listed: 106, 120, 89, 96, 103, 104, 105, 102
COc1cccc(CNc2ccccc2)c1O as listed: 95, 98, 107, 104, 106, 99, 101, 96
